High-throughput results deposited in PubChem BioAssay by National Center for Advancing Translational Sciences (NCATS).
Integrin act MD = integrin-mediated muscular dystrophy alleviation activation; alpha7betagal myoblasts, beta-gal FDG fluorescence, 48 h; Potency, µM (series often up to 38.3 µM), for inactives: top-dose activation, hits mostly activators; 350,000 tested, 0.064% active;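 also: potency is read from the fitted curve at half-maximal effect; 100% = response of the positive control SU9516; nearly all actives have a fitted effect of over 60% in size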
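Alpha7betagal+/- myoblasts (passage 13) were plated 16-24 hr, then exposed to compounds (1:260 dilution of DMSO stock) for 48 hours at 37C. After MPER lysis, β-galactosidase reporter activity was read as FDG fluorescence (ex 480/em 540) after 30 minutes.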
Mito fusion act = mitochondrial division inhibition or fusion activation; S. cerevisiae fusion-defective mutant growth rescue, CellTiterGlo 48 h; Potency, µM (top dose mostly 46.1 µM), inactives show at the highest dose growth rescue (activation), actives largely listed as activators; 320,000 tested, 0.23% active; AID 485298;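 also: potency is read from the fitted curve at half-maximal effect; % of control where 0% means no effect; nearly all actives have a fitted effect of over 45% in size; temperature-sensitive fusion mutants such as fzo1-1 at 37 °C on non-fermentable ethanol glycerol medium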
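Yeast fusion mutant, YPEG (non-fermentable carbon), compound, 48 h at 37C non-permissive; CellTiterGlo added, 10 min RT, luminescence read. Rescued growth = division inhibition.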
S-ASM inh = blocks human secretory acid sphingomyelinase; P17405; placental ASM, HMU-PC fluorogenic substrate, 60 min; Potency, µM (highest dose often 57.5 µM), without a hit: at the highest dose activity change, negative = inhibition, most hits filed as inhibitors; 340,000 tested, 0.006% active; also: potency is read from the fitted curve at half-maximal effect
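Fluorescence read-out (Ex 386 nm, Em 447 nm) after stopping the reaction at pH 10. Enzyme: ASM from human placenta; substrate HMU-PC0, 9 uM final; 60 min, 37 °C. Compound preincubation 10 min, ambient temperature.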
Menin-MLL TR inh = inhibitors of human menin-MLL interaction, mutant MLL peptide; Menin + Texas Red MLL mutant peptide, fluorescence polarization; Potency, µM (doses to about 61.6 µM), for the others: at the highest dose FP activity change, negative = inhibition, usual class: inhibitors; 270,000 tested, 0.23% active; AID 1768; active = well fitted inhibition curve with a large enough effect in the polarisation, with a control signal flat, not every such curve was filed as active; inconclusive = small, poorly fitted or top-dose-only effect, or effect the other way, or a change in a side signal; inactive = no such curve, though single readings can be large or run the other way; the % refers to the polarisation; also: potency is read from the fitted curve at half-maximal effect; % of control where 0% means no effect; many of its hits are not listed in these tables
AT treatment = candidate therapy for ataxia-telangiectasia; Potency, µM (series often up to 57.5 µM), for inactives: at the top dose activation, most hits filed as activators; 320,000 tested, 0.19% active; […] A-T fibroblasts, KAP-1 phosphorylation AlphaLISA; neocarzinostatin DNA damage 30 min before lysis; also: potency is read from the fitted curve at half-maximal effect; % of control where 0% means no effect; nearly all actives have a fitted effect of over 45% in size
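hTERT-immortalized A-T patient fibroblasts ([…]), 500 cells/well in OPTI-MEM, 1% FBS, got compounds for 60 min, then NCS for 30 min at 37C. Lysates were then assayed for phospho-KAP-1 by AlphaLISA (anti-pKAP1 donor, anti-KAP1 acceptor beads), 6 hr at 25C.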
CXXC DNA block = blocks binding of human MLL CXXC domain to DNA; MLL-CXXC / FITC-HOXA9 DNA fluorescence polarization; Q03164; 290,000 tested, 0.037% active; AID 2662; Potency, µM (series often up to 115 µM), without a hit: at the top dose activity change, negative = inhibition, usual class: inhibitors; active = well fitted inhibition curve with a large enough effect in the polarisation, with a control signal flat, not every such curve was filed as active; inconclusive = small, poorly fitted or top-dose-only effect, or effect the other way, or a change in a side signal; inactive = no such curve, though single readings can be large or run the other way; the % refers to the polarisation; also: potency is read from the fitted curve at half-maximal effect
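Steps: dispense CXXC domain solution (7 uM) → pin compounds or unlabeled HOX-A9 DNA control → 5 min ambient → add FLSN-HOX-A9 solution (50 nM) → spin → 30 min ambient → fluorescence polarization. Tris pH 7.5/NaCl/DTT/BSA buffer.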
TSHR antagonist = human thyrotropin receptor antagonism; 330,000 tested, 0.2% active; TSHR-expressing cells, TSH-stimulated cAMP HTRF, 2 h; stronger effect = lower value; P16473; AID 504810; activity change, negative = inhibition, % at 11.5 µM;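 active = activity change below a set negative limit, meaning inhibition stronger than a set level, cut at about -70% in these data; inconclusive = activity change between two set negative limits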; also: % is scaled to controls: 0 for no effect and ±100 for the full control effect
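Read-out is FRET at 665 nm (cryptate excitation 337 nm) from a cryptate-tagged anti-cAMP antibody, competed by cell cAMP against cAMP-d2. Compounds are tested on freshly harvested TSHR cells challenged with 4nM TSH (EC80) for 2 hours at 37 deg C.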
MBNL1-CUG inh = MBNL1-poly(CUG) RNA binding inhibition; Q9NR56; TR-FRET MBNL1-His/biotin-(CUG)12 binding, 665/545 ratio; Potency, µM (doses to about 57.5 µM), inactives show top-dose activity change, negative = inhibition, most hits filed as inhibitors; 280,000 tested, 0.036% active; active = well fitted inhibition curve with a large enough effect in the signal ratio, with a control signal flat, not every such curve was filed as active; inconclusive = small, poorly fitted or top-dose-only effect, or effect the other way, or a change in a side signal; inactive = no such curve, though single readings can be large or run the other way; the % refers to the signal ratio; also: potency is read from the fitted curve at half-maximal effect; % is scaled to controls: 0 for no effect and ±100 for the full control effect
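Compounds (final 92 nM to 58 uM) are added to His-tagged MBNL1 and biotin-(CUG)12, then terbium anti-His antibody and streptavidin-XL665 (5 nM final). After 60 min at room temperature, the 665/545 nm ratio is read.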
PTAP TSG101 blk = blocks PTAP/TSG101 interaction to inhibit HIV-1 budding; Fluorescence polarization, FITC-PTAP peptide / Tsg101 binding; Q99816; Potency, µM (doses to about 115 µM), without a hit: at the top dose activity change, negative = inhibition, usual class: inhibitors; 340,000 tested, under 10 active; active = well fitted inhibition curve with a large enough effect in the main read-out, with a control signal flat, not every such curve was filed as active; inconclusive = small, poorly fitted or top-dose-only effect, or effect the other way, or a change in a side signal; inactive = no such curve, though single readings can be large or run the other way; also: potency is read from the fitted curve at half-maximal effect; % of control where 0% means no effect
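Fluorescence anisotropy tracks displacement of a FITC-tagged PTAP peptide (50 nM) from the Tsg101 binding domain (10 uM), following a 20 min room-temperature incubation at pH 7.5.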
TCR activator = activates T cell receptor signaling. 330,000 tested, under 10 active. primary human leukocytes, anti-CD3, IL-2 HTRF, 48 h. Potency, µM (titrated, usually from 9.22 µM), without a hit: top-dose activation of IL-2 secretion, usual class: activators; also: % of control where 0% means no effect
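Using a-CD3 beads without co-stimulation, primary human leukocytes were exposed to compounds for 48 hr. An HTRF IL-2 kit measured the cytokine, with europium-to-d2 energy transfer producing emission at 665nm upon 320nm excitation.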
The depositor's hits bear a star; ? = inconclusive; . = no result given; [ ] = another dose, or the depositor's remark. Unless noted, calls follow the shape of the dose curve; as a rule, active = well fitted curve in the direction sought with a large enough effect; inconclusive = small, poorly fitted or top-dose-only effect, or another doubt; inactive = no such curve, though single readings can be large; an effect the other way counts as inactive or inconclusive. The list is partial; the hit share may differ from the screen's.

no. | Structure | Integrin act MD | Mito fusion act | S-ASM inh | Menin-MLL TR inh | AT treatment | CXXC DNA block | TSHR antagonist | MBNL1-CUG inh | PTAP TSG101 blk | TCR activator
1 | Cc1cc(C)nc(SCC(=O)OC(C)C(=O)Nc2ccccc2)n1 (centres undefined) | 1% | 3% | 2% | . | 8% | 6% | -3 | -3% | -2% | -3%
2 | Cn1c(SCC(=O)Nc2nncs2)nnc1C1CC1 | ? | 1% | 7% | . | 11% | -4% | 6 | -2% | -1% | 0%
3 | Cc1ccc(NC(=O)/C(=C/c2ccco2)c2ccccc2)c(C)c1 | 12% | 12% | 5% | -9% | . | -15% | -3 | 3% | 1% | 2%
4 | COc1ccc(N2C(=S)N(C(=O)c3ccccc3)C(=Nc3ccccc3)C2=Nc2ccccc2)cc1 | -6%[7.66 µM] | . | -4% | . | . | . | . | . | -4% | 4%
5 | CCCCCCCNC(=O)CC(NS(=O)(=O)c1ccc(NC(C)=O)cc1)C(C)C (centres undefined) | 16% | -1% | -6% | 2% | . | 8% | 17 | -14% | -4% | 5%
6 | COc1cc(C(C2=C(O)CC(C)(C)CC2=O)C2C(=O)CC(C)(C)CC2=O)cc(OC)c1OC (centres undefined) | -4% | 0% | -2% | 21% | 0% | -5% | 3 | -9% | -1% | 8%
7 | CCC(CO)Oc1cc(NC(=O)c2ccc(Cl)cc2)c2ncn(C(C)C)c2c1 (centres undefined) | 36% | . | 36% | . | -3% | . | 9 | . | -1% | 1%
8 | COc1ccc(-c2ncncc2-c2csc(C)n2)c(O)c1 | -2% | -2% | 5% | -2% | 4% | 0% | 8 | 9% | -5% | 1%
9 | COc1cc(C(=O)NCC(=O)OCc2ccccc2Cl)cc(OC)c1OC | -2% | 1% | 0% | 0% | 0% | ? | -9 | -4% | -3% | -20%
10 | CC(C(=O)Nc1nc(-c2ccc(F)cc2)cs1)N1C(=O)C2CC=CCC2C1=O (centres undefined) | 16% | 4% | -7% | . | -6% | . | -26 | . | -3% | 10%
11 | CCc1nn(CC(=O)NCCC(C)C)c(=O)c2cc3c(OC)cccc3n12 | 10% | -12% | 1% | 14% | -2% | 0% | 6 | -5% | 0% | 3%
12 | Cc1ccc(NCCC(=O)c2ccccc2)cc1Cl | 7% | -2% | 0% | -8% | 0% | 0% | -13 | -14% | -1% | -5%
13 | Nc1ccc(C(=O)OCC(=O)Nc2ccc3c(c2)OCO3)cc1[N+](=O)[O-] | 30% | 4% | 4% | ? | . | 9% | -7 | . | 0% | -2%[46.1 µM]
14 | Nc1c(N(Cc2ccco2)C(=O)COc2ccc(Cl)cc2)c(=O)[nH]c(=O)n1Cc1ccccc1 | 4% | . | -3% | . | . | . | . | . | 4% | -4%
15 | O=C(c1cc(Cl)cc(Cl)c1)N1CCC2CC1c1cc(-c3ccc4c(c3)OCO4)ccc12 (centres undefined) | 0% | . | -4% | . | . | . | . | . | 0% | 8%
16 | c1ccc(CCc2ccncc2)cc1 | 18% | -4% | 2% | 2% | -14% | 12% | -4 | 1% | -6% | -2%
17 | C=CCn1c(=O)c2c(nc3n2CCN3c2cccc(Cl)c2C)n(C)c1=O | -4% | 1% | 2% | -25% | 0% | 4% | -19 | -3% | -1% | 3%
18 | O=C(c1ccc(S(=O)(=O)N2CCCCC2)cc1)c1nnc(-c2ccc(Cl)cc2)o1 | 13% | 0% | 0% | -11% | 3% | -7% | 7 | -8% | -1% | -23%
19 | Cc1ccc(S(=O)(=O)Nc2cccnc2)cc1C | 7% | 2% | 2% | -14% | 5% | -6% | -2 | 0% | 0% | -2%
20 | O=C(NCCc1ccc(Cl)cc1)c1ccc2nc(N3CCOCC3)sc2c1 | 0% | -4% | 0% | 0% | -5% | 26% | 14 | -7% | -3% | 4%
21 | O=C(OCC(=O)N1CCCc2ccccc21)c1ccccc1OC(F)F | 29% | . | 3% | . | 5% | . | -9 | . | 1% | -1%
22 | COc1ccc(NC(=O)n2nc(OC(=O)c3cccs3)cc2N)cc1 | 10% | -5% | -6% | -6% | -1% | 192%[activator] | -3 | -11% | -2% | -3%
23 | CC(C)c1ccc(CN2CCN(C(=O)CSc3nnnn3C3CC3)CC2)cc1 | -3% | 8% | -1% | . | 14% | . | -19 | . | -1% | 7%
24 | c1nnc(NC2=NCCCCC2)s1 | 18% | -2% | 4% | -9% | 10% | -3% | 2 | -3% | -4% | 3%
25 | CC(C)CCN(C(=O)c1cc(=O)[nH]c2ccccc12)c1c(N)n(Cc2ccccc2)c(=O)[nH]c1=O | 17% | 2% | 11% | . | 4% | . | -3 | . | -1% | -1%
26 | Cc1cccn2c(=O)c(/C=C(\C#N)C(=O)NCc3ccccc3)c(N3CCC(C(N)=O)CC3)nc12 | 5% | -5% | . | . | 29% | 5% | 4 | 1% | -3% | 3%
27 | CCOC(=O)C1(Cc2ccccc2C)CCCN(Cc2cc(OC)c(O)c(OC)c2)C1 (centres undefined) | -48%[inhibitor] | -4% | -2% | -23% | -3% | 4% | 3 | -5% | 0% | 0%
28 | CCOc1ccc(N2CC(C(=O)Nc3ccccn3)CC2=O)cc1 (centres undefined) | 16% | -1% | 1% | 9% | 5% | -7% | 4 | 4% | 1% | -1%
29 | CCCNS(=O)(=O)c1ccc(CCC(=O)NCc2ccc3c(c2)OCO3)cc1 | 11% | 3% | -2% | 1% | 2% | 76%[activator] | -2 | 5% | -15% | -4%
30 | C/C(=N\Nc1ncc(Cl)cc1Cl)c1ccc(OC(F)F)cc1 | 11% | -1% | -3% | -6% | 6% | 13% | 8 | -4% | 1% | 5%[46.1 µM]
31 | COC(=O)c1c(Cl)c2n3ccccc3c(C)c(-c3ccccc3)c-2c1C(=O)OC | 3% | 17% | -22% | -18% | -7% | ? | -3 | ? | -4% | 9%[46.1 µM]
32 | COC(=O)c1sccc1NC(=O)CC1C(=O)NCCN1C(=O)Nc1ccc(F)cc1F (centres undefined) | -32% | -4% | 3% | . | -14% | -3% | -7 | 5% | -3% | -1%
33 | CCOC(=O)N1CCN(Cc2cc(=O)oc3ccc(Cl)cc23)CC1 | -5% | 10% | -2% | -22% | -4% | 1% | -5 | 11% | 0% | -17%
34 | COc1ccc(Nc2cc(=O)n(C3CCCCC3)c(=O)[nH]2)c(OC)c1 | -13% | 1% | -1% | 0% | 7% | -2% | 13 | -10% | -5% | -1%
35 | N#Cc1nn(-c2ccccc2)nc1N1CCCCC1 | 2% | -8% | 220%[activator] | 6% | 19% | 0% | -8 | -5% | 0% | 16%
36 | CCn1c(SCC(=O)NCC2CCCO2)nnc1-c1ccc(S(=O)(=O)N2CCN(C)CC2)cc1 (centres undefined) | 3% | -4% | 1% | -10% | 1%[11.5 µM] | -8% | 1 | -13% | -4% | 1%
37 | CCOc1ccccc1N1CCN(CC(=O)Nc2ccccc2C(=O)NC2CC2)CC1 | -3% | 2% | 1% | . | -1% | . | 1 | . | 5% | 1%
38 | CCn1c(SCC(=O)NC2CCCCC2)nc2c(c1=O)SC(C)C2 (centres undefined) | 15% | 4% | 4% | 1% | -4% | 4% | 5 | 2% | 1% | 2%
39 | NC(=O)[C@@H]1CC2(CC(c3cccc(NC(=O)CC(c4ccccc4)c4ccccc4)c3)=NO2)CN1C(=O)c1ccc(Cl)cc1 (some centres undefined) | -15% | ? | -13% | . | 19% | 2% | -1 | -11% | -5% | -1%

Two of the compounds above, with each value named.
28: CCOc1ccc(N2CC(C(=O)Nc3ccccn3)CC2=O)cc1 (centres undefined)
  Integrin act MD: 16%; Mito fusion act: -1%; S-ASM inh: 1%; Menin-MLL TR inh: 9%; AT treatment: 5%; CXXC DNA block: -7%; TSHR antagonist: 4; MBNL1-CUG inh: 4%; PTAP TSG101 blk: 1%; TCR activator: -1%
14: Nc1c(N(Cc2ccco2)C(=O)COc2ccc(Cl)cc2)c(=O)[nH]c(=O)n1Cc1ccccc1
  Integrin act MD: 4%; Mito fusion act: .; S-ASM inh: -3%; Menin-MLL TR inh: .; AT treatment: .; CXXC DNA block: .; TSHR antagonist: .; MBNL1-CUG inh: .; PTAP TSG101 blk: 4%; TCR activator: -4%
